Bioassay records deposited in PubChem BioAssay by National Center for Advancing Translational Sciences (NCATS).
HT1080 IDH1KD tx – toxicity to HT-1080 IDH1 knockdown cells (counter line). HT-1080 IDH1 knockdown viability, ATP luminescence, 48 h. 360,000 tested, 2% active. Potency, µM (titrated, usually from 46.1 µM), inactives show at the top dose activity, negative = toxicity, actives largely listed as cytotoxic;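 further: 0% = DMSO wells and -100% = cell-free medium wells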
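Luminescent ATP read-out (CellTiter-Glo, 10 min at room temperature) after 48 h compound exposure at 37 °C gave viability of IDH1-knockdown HT-1080 cells. Activity was normalised to DMSO and cell-free wells, then fitted as concentration-response curves.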
HT1080-NT tox – kills 2HG-producing HT-1080-NT fibrosarcoma cells | Potency, µM (titrated, usually from 46.1 µM), for the others: at the highest dose activity, negative = less viability, actives largely listed as cytotoxic | AID 686970 | 360,000 tested, 1.6% active | HT-1080-NT fibrosarcoma viability, CellTiter-Glo ATP luminescence, 48 h;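 further: NT is the 2HG producing partner of a matched IDH1 knockdown line; 0% = DMSO-treated cells and -100% = media-only wells without cells; nearly all actives have a fitted effect of over 55% in size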
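Luminescent CellTiter-Glo readout after 48 hours of compound exposure at 37 degrees C defined viability of HT-1080-NT cells. Activity was normalized to DMSO wells and cell-free media wells; concentration-response curves were fitted and assigned curve classes.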
GLP1R inv ag – acts as inverse agonist at human GLP-1 receptor. AID 624417. Potency, µM (top dose mostly 38.3 µM), for the others: at the top dose activity change, negative = inhibition, hits mostly inhibitors. 410,000 tested, 1.6% active. P43220. HEK293 GLP-1R CRE-luciferase, luminescence, 24 h; GLP-1R form is constitutively active; further: on the % scale 0 is the no-effect control and ±100 the full control effect; nearly all actives have a fitted effect of over 55% in size
Target sequence (P43220 whole entry, looked up): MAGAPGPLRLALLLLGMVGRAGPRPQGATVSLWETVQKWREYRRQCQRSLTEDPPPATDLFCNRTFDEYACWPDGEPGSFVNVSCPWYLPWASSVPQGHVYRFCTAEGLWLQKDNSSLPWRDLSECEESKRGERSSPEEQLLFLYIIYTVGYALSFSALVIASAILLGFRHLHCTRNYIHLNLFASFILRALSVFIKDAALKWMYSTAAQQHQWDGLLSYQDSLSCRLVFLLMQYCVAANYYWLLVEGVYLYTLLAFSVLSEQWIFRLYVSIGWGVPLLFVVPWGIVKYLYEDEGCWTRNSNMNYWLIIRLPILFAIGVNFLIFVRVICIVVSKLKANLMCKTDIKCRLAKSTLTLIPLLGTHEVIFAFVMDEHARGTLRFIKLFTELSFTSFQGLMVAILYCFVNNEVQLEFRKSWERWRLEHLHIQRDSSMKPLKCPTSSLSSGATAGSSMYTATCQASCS
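HEK293 cells stably co-expressing a cAMP-responsive luciferase reporter and constitutively active GLP-1R were seeded, incubated 12 h, then exposed to compounds for 24 h at 37 C. Luminescence was read 12 min after detection reagent; inverse agonists lower signal.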
KB-V1 cytotox – KB-V1 MDR subline cytotoxicity | KB-V1 MDR cells viability, CellTiter-Glo, 72 h | Potency, µM (titrated, usually from 46.1 µM), without a hit: at the highest dose activity change, negative = cytotoxicity, actives largely listed as cytotoxic | AID 1347076 | 400,000 tested, 3.4% active; further: on the % scale 0 is the no-effect control and ±100 the full control effect; nearly all actives have a fitted effect of over 60% in size
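Compound-treated KB-V1 multidrug-resistant cells, 72 h, 37 degrees C; viability by CellTiter-Glo. Fitted qHTS curves give the values.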
TDP43 rescue – TDP-43 toxicity inhibition in yeast. TDP-43 expressing yeast growth rescue, BacTiter-Glo, 24 h. Potency, µM (highest dose often 46.1 µM), without a hit: top-dose growth rescue (activation), most hits filed as activators. 410,000 tested, 1.8% active. AID 652104; further: % of control where 0% means no effect; nearly all actives have a fitted effect of over 50% in size
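Luminescence from BacTiter-Glo reports growth of TDP-43-expressing yeast after 24 hr at 30 deg C with compound. Cells were raffinose-pregrown to mid-log, then seeded in galactose medium at OD600=0.02.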
SW480 rereplic – induces DNA re-replication in SW480 colon adenocarcinoma cells | 340,000 tested, 1.8% active | AID 624297 | Potency, µM (series often up to 46.1 µM), for inactives: at the top dose re-replication activation, most hits filed as activators | SW480 DNA re-replication, Hoechst DNA content imaging, 48 h; further: % of control where 0% means no effect; nearly all actives have a fitted effect of over 55% in size
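Image-based read-out: total Hoechst fluorescence of nuclei (405 nm excitation, 500-530 nm emission), with hits raising the fraction of high-intensity nuclei. SW480 colon cells incubated 48 hr with compounds at 37 C.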
KB-3-1 tox – KB-3-1 parental cell cytotoxicity. KB-3-1 viability, CellTiter-Glo ATP luminescence, 72 h. Potency, µM (top dose mostly 46.1 µM), inactives show top-dose activity change, negative = cytotoxic, usual class: cytotoxic. 400,000 tested, 1.4% active; further: on the % scale 0 is the no-effect control and ±100 the full control effect; nearly all actives have a fitted effect of over 60% in size
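Parental KB-3-1 viability, qHTS format: 72 h compound exposure, 37 °C; CellTiter-Glo; media-only wells and DMSO plates as controls; concentration-effect fits on corrected data.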
GLP1R ag – agonists of human GLP-1 receptor | Potency, µM (highest dose often 45.6 µM), for inactives: top-dose activation, hits mostly activators | AID 624172 | P43220 | 380,000 tested, 0.007% active | HEK293 GLP-1R CRE-luciferase, luminescence, 4-6 h; cells express a hypersensitive GLP-1R form; further: % of control where 0% means no effect
GLP1R cytotox – cytotoxicity in counter-screen for GLP-1R inverse agonists | HEK293 cAMP-luciferase reporter cells, luminescence, 24 h | Potency, µM (titrated, usually from 38.3 µM), for inactives: top-dose activity change, negative = inhibition, most hits filed as inhibitors | 410,000 tested, 0.13% active | AID 624418;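 further: loss of luciferase light is scored as toxicity; on the % scale 0 is the no-effect control and ±100 the full control effect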
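Luminescence readout: signal drop marks cytotoxicity. Plated cells grew 12 h at 37 °C, 5% CO2, received 23 nL compound for 24 h, then got luciferase reagent, read after 12 min at RT.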
Starred values were filed as active, the others as inactive; ? = inconclusive; . = no result given; & = joins results of further samples; [ ] = remark or other dose. The call rests on the fitted dose curve; in most records, active means well fitted curve in the direction sought with a large enough effect; inconclusive means small, poorly fitted or top-dose-only effect, or another doubt; inactive means no such curve, though single readings can be large; an effect the other way counts as inactive or inconclusive. Potency means the concentration at half of the fitted maximal effect.

Below each compound – HT1080 IDH1KD tx	HT1080-NT tox	GLP1R inv ag	KB-V1 cytotox	TDP43 rescue	SW480 rereplic	KB-3-1 tox	GLP1R ag	GLP1R cytotox
CCC/C=C/c1ccc(CN2C(CC(C)C)C(=O)N(Cc3cn(CCOCOC)nn3)CCS2(=O)=O)cc1 (stereo not drawn)
    8%	1%	1%	?	19%	.	16%	8%	9%
CC(C)NC(=O)C1(C)CN(S(C)(=O)=O)CC(=O)N1C1CCN(Cc2ccccc2)CC1 (stereo not drawn)
    -5%	-4%	24%	7%	-23%	.	6%	.	1%
CCC(Sc1nc2n[nH]c(C)c2c(=N)n1-c1cccc(Cl)c1)C(=O)NCCOC (stereo not drawn)
    ?	-28%	13%	-15%	3%	4%	-22%	14%	-2%
COc1ccc(NC(=O)Nc2nnc(N(CC(C)C)CC(C)C)s2)c(OC)c1
    .	.	?	?	15%	.	?	.	-13%
CCOC(=O)c1sc(=S)n(CC)c1N
    2%	-1%	20%	?	?	12%	?	2%	-6%
C/C(=N\NC(=O)C(C)Oc1ccc([N+](=O)[O-])cc1)c1ccccn1 (stereo not drawn)
    2.2µM*	2.2µM*	?	5.2µM*	-13%	6.5µM*	8.2µM*	-6%	?
CP(=O)(Nc1cc(Cl)ccc1Cl)c1nc2c(s1)CCCC2 (stereo not drawn)
    0%	-7%	?	-5%	-9%	21%	-2%	-4%	2%
COc1cc(F)c(C2=CC(=O)C[C@H](c3ccc(Cl)cc3)C2)cc1F
    -2%	-2%	?	-3%	?	-6%	-6%	14%	3%
COc1ccccc1N(C)C(=O)Cn1c(=O)oc2cc(S(=O)(=O)N3CCCC3)ccc21
    .	.	-6%	-17%	-24%	.	-17%	-4%	2%
Cc1cc(C)n(-c2nnc(C)n2NC(=O)c2cccc(Cl)c2)n1
    -3%	10%	36%[activator]	15%	-13%	8%	-6%	0%	10%
COc1cccc(NC(=O)CSc2nnnn2C2CCCCC2)c1
    -6%	-15%	-14%	-8%	-22%	-4%	-4%	11%	0%
CCOC(=O)C1=C(c2ccccc2)Nc2ncnn2C1c1ccccn1 (stereo not drawn)
    3%	4%	22%	-1%	5%	-3%	10%	1%	1%
O=c1c2sc3ccccc3c2n(Cc2ccccc2Cl)c(=O)n1Cc1ccccc1
    .	.	6%	-14%	7%	.	14%	0%	6%
Cc1ccc(/C=C/C(=O)N2CCCN(C(=O)/C=C/c3ccc(C)cc3)CC2)cc1
    -21%	-12%	?	?	?	8%	-24%	6%	7%
O=C1CC(=O)N(CCc2ccc(F)cc2)C(=O)N1
    7%	9%	-4%	11%	0%	5%	6%	5%	1%

The list goes on, overlapping the part above by three compounds.
Below each compound – HT1080 IDH1KD tx	HT1080-NT tox	GLP1R inv ag	KB-V1 cytotox	TDP43 rescue	SW480 rereplic	KB-3-1 tox	GLP1R ag	GLP1R cytotox
O=c1c2sc3ccccc3c2n(Cc2ccccc2Cl)c(=O)n1Cc1ccccc1
    .	.	6%	-14%	7%	.	14%	0%	6%
Cc1ccc(/C=C/C(=O)N2CCCN(C(=O)/C=C/c3ccc(C)cc3)CC2)cc1
    -21%	-12%	?	?	?	8%	-24%	6%	7%
O=C1CC(=O)N(CCc2ccc(F)cc2)C(=O)N1
    7%	9%	-4%	11%	0%	5%	6%	5%	1%
CC(C)C[C@H]1COc2cccc(N(C)CCO)c2S(=O)(=O)N1
    ?	18%	0%	12%	22%	.	12%	-4%	4%
CCOC(=O)CSc1nc(COc2ccccc2)nc2ccccc12
    1%	5%	?	?	?	-5%	4%	22%	0%
CCS(=O)c1ccccc1C(=O)OCC(=O)Nc1cccc(S(=O)(=O)N2CCCCC2)c1 (stereo not drawn)
    -5%	-9%[9.24 µM]	-21%	-28%	12%	-1%	?	-5%	1%
O=C(Cc1ccccc1[N+](=O)[O-])NCCCc1ccccc1
    -16%	-15%	?	-14%	?	-4%	3%	16%	-18%
CCCCn1c(-c2ccccc2)nc2c(=O)n(C)c(=O)[nH]c21
    11%	-3%	1%	?	1%	-5%	0%	1%	13%
Cc1cccc(C)c1NC(=O)C(c1ccc(C(F)(F)F)cc1)n1c(=O)c(-c2ccccc2)nc2ccccc21 (stereo not drawn)
    -1%	13%	-4%	-14%	17%	.	-18%	.	-9%
CCCCCCn1c(=O)n2n(c1=O)[C@@H]1CN(S(=O)(=O)c3ccc(C)cc3)C[C@]1(O)[C@@H](OC(=O)NCc1ccccc1)C2
    -20%	?	11µM*	0%	0%	.	?	-3%	-17%
CCOC(=O)c1[nH]c2c(c1C)C(=O)CC(c1ccco1)C2 (stereo not drawn)
    0.92µM*	1µM*	-58%	0%	-6%	0.18µM*	-2%	3%	-25%
COc1nc(OC)nc(N2CCC(NC(=O)C(Cc3ccc(C(C)C)cc3)NC(C)=O)CC2)n1 (stereo not drawn)
    13%	1%	3%	-2%	-7%	1%	10%	-5%	-2%
Nc1cc(=O)[nH]c(=O)n1CC1CC1
    7%	4%	12%	21%	-1%	-17%	16%	2%	3%
CCCCn1nc(NC(=O)c2cccc(Cl)c2)c2cc3ccccc3nc21
    .	.	8%	-3%	19%	.	-1%	.	32%[activator]
Cc1c(C(=O)N(C)c2ccccc2Cl)cnn1-c1ccccc1
    14%	24%	?	-43%	22%	-2%	-5%	-2%	7%
CC(C)Cc1nnc(NC(=O)CSc2nc(-c3ccccc3)cc(=O)[nH]2)s1
    -11%	-7%	6%	15%	3%	7%	-5%	5%	-6%
Cc1cccc(C(=O)Nc2cccc3c2CCCC3)c1
    -1%	0%	?	-28%	?	-3%	-5%	1%	-23%
COc1ccc(-c2cc(C(F)(F)F)n3nc(C(=O)Nc4cccc(Cl)c4Cl)cc3n2)cc1OC
    .	.	7%	-3%	-2%	.	-19%	.	2%

Next records follow.
Below each compound – HT1080 IDH1KD tx	HT1080-NT tox	GLP1R inv ag	KB-V1 cytotox	TDP43 rescue	SW480 rereplic	KB-3-1 tox	GLP1R ag	GLP1R cytotox
CCN(CC)CCCN1C(=O)C(O)=C(C(=O)c2ccc(C)o2)C1c1ccc(C)o1 (stereo not drawn)
    18%	26%	13%	15%	-13%	2%	-1%	7%	9%
Cn1c2c(c(=O)n(C)c1=O)C(c1ccccc1C(F)(F)F)CC(=O)N2 (stereo not drawn)
    .	.	-13%	-4%	10%	.	-6%	-5%	0%
CC(=O)Nc1ccc(OCC(=O)NCCc2ccccc2)cc1
    ?	4%	7%	12%	12%	6%	6%	-2%	-11%
O=C(COC(=O)c1cc([N+](=O)[O-])ccc1NCc1ccccc1)NC1CCCCC1
    2%	-2%	12%	9%	3%	5%	-16%	-5%	12%
CCCC(=O)NC(=S)Nc1ccccc1OC
    -31%	-2%	?	0%	?	8%	0%	9%	-7%
O=C(NC1CCCC1)C(c1c[nH]c2ccccc12)N(C(=O)Cn1nnc(-c2ccc(Cl)cc2)n1)c1ccccc1 (stereo not drawn)
    -15%	-14%	-24%	-11%	15%	9%	2%	0%	3%
COc1ccc(N2CCN(C(=O)[C@@H]3CCCN3C3=NS(=O)(=O)c4ccccc43)CC2)cc1
    -3%	1%[9.24 µM]	-5%	14%	-11%	-17%	0%	-3%	2%
C[C@@H]1CN([C@H](C)CO)C(=O)CCCn2nncc2CO[C@H]1CN(C)C(=O)c1ccncc1
    5%	-3%	13%	13%	0%	.	0%	3%	-5%
O=C(NC(C(=O)N1CCCC1C(=O)O)=C1CCCCC1)c1ccccc1 (stereo not drawn)
    5%	7%	-17%	?	-10%	2%	1%	-11%	-8%
CC1CCc2c(sc(NC(=O)CCCOc3ccc(C(C)(C)C)cc3)c2C(N)=O)C1 (stereo not drawn)
    .	.	34%[activator]	3%	6%	.	-15%	.	9%
COCCn1c(SCC(=O)NCCc2ccc(OC)c(OC)c2)nc2c([nH]c3ccccc32)c1=O
    -2%	-3%	-7%	-16%	-26%	25%	15%	13%	3%
Cc1ccc(C)c(S(=O)(=O)Nc2ccc(C(=O)NCCc3ccccn3)cc2)c1
    13%	19%	18%[0.307 µM]	8%	8%	-3%	19%	-5%	6%[0.307 µM]
Cc1ccccc1-c1noc(CNC(=O)c2ccco2)n1
    12%	17%	-8%	-6%	0%	6%	0%	5%	-10%
O=C(c1csc2c1CCCC2)N1CCN(c2ncccn2)CC1
    -4%	-14%	?	16µM*	-21%	2%	-14%	5%	-5%
CN(C)S(=O)(=O)N(CC(=O)Nc1ccc2ccccc2c1)c1ccccc1
    -28%	-29%	?	-1%	31%	0%	-1%	12%	-6%

(more compounds)
Below each compound – HT1080 IDH1KD tx	HT1080-NT tox	GLP1R inv ag	KB-V1 cytotox	TDP43 rescue	SW480 rereplic	KB-3-1 tox	GLP1R ag	GLP1R cytotox
CCC1CCCCN1CCCNC(=O)CCNC(=O)Cn1cnc2ccccc2c1=O (stereo not drawn)
    19%	9%	-9%	24%	-15%	-2%	-3%	4%	-11%
CCOC(=O)CN1C(=O)C(CC)Oc2ccc(Cl)cc21 (stereo not drawn)
    -11%	-1%	4%	-6%	-13%	-12%	-4%	5%	5%
CC1(c2cccc(Br)c2)NC(=O)N(CC(=O)NCC2CCCO2)C1=O (stereo not drawn)
    -8%	-2%	2%	4%	13%	-3%	3%	6%	5%
Cc1ccc(C)c(NC(=S)N(C)C)c1
    16%	27%	19%	4%	4%	?	6%	1%	4%
COc1cccc(OC)c1OC(=O)/C=C/c1ccc(C)o1
    11%	14%	?	0%	11%	17%	7%	14%	0%
O=S(=O)(NCC1COc2ccccc2O1)c1ccccc1F (stereo not drawn)
    0%	1%	-24%	7%	?	-18%	-12%	1%	-6%
CCn1cc(C(=O)NCc2ccc3c(c2)OCO3)c(=O)c2cc(S(=O)(=O)N(C)C)ccc21
    -1%	-2%	39%[activator]	?	-8%	7%&11%	28%	12%	16%
CCCCOc1ccc(C(=O)Nc2cc(C)c(OCC(=O)N3CCOCC3)c(C)c2)cc1
    -20%	-11%	?	-23%	?	-22%	-22%	-8%	-6%
